Bioassay records (PubChem)
Bim-Bcl-XL: human Bim-Bcl-XL interaction inhibition. inhibition, % at 10 µM. Q07817. Bim peptide-Bcl-XL binding, bead flow cytometry, fluorescence. 190,000 tested, 0.04% active. AID 1007
Target sequence (Q07817 whole entry, looked up): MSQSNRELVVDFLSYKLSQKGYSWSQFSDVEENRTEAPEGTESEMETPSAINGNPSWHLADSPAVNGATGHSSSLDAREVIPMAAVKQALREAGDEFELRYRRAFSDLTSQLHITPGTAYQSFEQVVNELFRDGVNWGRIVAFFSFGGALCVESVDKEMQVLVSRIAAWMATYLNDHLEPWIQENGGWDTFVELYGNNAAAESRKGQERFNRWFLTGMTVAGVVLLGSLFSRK
RGS4-Gao reg: human RGS4-Galphao interaction regulation. P09471. Multiplexed bead flow cytometry, RGS4-Galphao binding; actives lie on both sides. binding response (% of control), % at 10 µM. 220,000 tested, 0.33% active; in the data active = binding response below about 49% or above about 150%; inactive = in between;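 also: fluorescent Galphao activated with aluminum fluoride binding bead-coupled RGS4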
Bim-Mcl-1: human Bim-Mcl-1 interaction inhibition. inhibition, % at 10 µM. AID 1009. Q07820. 190,000 tested, 0.1% active. Bead-based flow cytometry, Bim peptide-Mcl-1 binding;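 also: 0% = no compound tracer wells and 100% = peptide blocker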
Target sequence (Q07820 whole entry, looked up): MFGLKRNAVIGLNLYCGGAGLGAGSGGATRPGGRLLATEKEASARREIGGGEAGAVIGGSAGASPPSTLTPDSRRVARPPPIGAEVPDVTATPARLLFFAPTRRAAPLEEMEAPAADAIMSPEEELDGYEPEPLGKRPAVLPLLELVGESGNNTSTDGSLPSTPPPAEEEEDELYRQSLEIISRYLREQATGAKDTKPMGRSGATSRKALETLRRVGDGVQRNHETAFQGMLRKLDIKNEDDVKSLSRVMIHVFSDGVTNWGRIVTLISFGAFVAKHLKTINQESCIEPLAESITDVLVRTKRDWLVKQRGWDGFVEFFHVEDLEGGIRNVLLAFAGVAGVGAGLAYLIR
Mcl1 Noxa PPI: Mcl-1/Noxa interaction inhibition | TR-FRET Mcl-1/Noxa peptide binding, 2 h | inhibition, % at 21.7 µM | 220,000 tested, 1.5% active | AID 1022;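 active = compounds that cut the protein-peptide binding signal by more than 50% relative to plate controls in a single-dose test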;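 also: His-tagged Mcl-1 with rhodamine Noxa BH3 peptide and terbium anti-His antibody; 0% = Mcl-1 plus Noxa peptide wells and 100% = peptide-only wells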
Bfl-1 Bim block: disrupts Bim binding to human Bfl-1. AID 1008. Q16548. inhibition, % at 10 µM. Bead-based flow cytometry, Bim-Bfl-1 binding inhibition. 190,000 tested, 0.12% active;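 also: 0% = wells without compound plus tracer and 100% = blocker peptide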
Bim-Bcl-W: human Bim-Bcl-W interaction inhibition; inhibition, % at 10 µM; bead-based flow cytometry, Bim peptide-Bcl-W binding; Q92843; 190,000 tested, 0.02% active;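 also: 0% = bound tracer without compound and 100% = peptide blocker; higher means less fluorescent Bim peptide bound to Bcl-W beads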
Target sequence (Q92843 whole entry, looked up): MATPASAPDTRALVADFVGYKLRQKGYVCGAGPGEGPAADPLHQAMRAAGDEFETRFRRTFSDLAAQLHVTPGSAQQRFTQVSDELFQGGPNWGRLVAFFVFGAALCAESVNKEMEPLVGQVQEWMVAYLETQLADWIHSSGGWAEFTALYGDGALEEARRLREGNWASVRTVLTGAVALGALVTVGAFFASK
RGS8-Gao reg: regulators of human RGS8-Galphao interaction | 220,000 tested, 0.34% active | multiplexed bead flow cytometry, RGS8-Galphao binding; actives lie on both sides | response (percent of control binding), % at 10 µM | P09471 | AID 1423; in the data active = response below about 60% or above about 140%; inactive = in between;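 also: Galphao activated as the GDP aluminium fluoride complex binding bead-coupled RGS8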
Bim-Bcl-B: inhibitors of Bim-Bcl-B interaction, human | inhibition, % at 10 µM | AID 951 | Q9HD36 | bead-based flow cytometry, Bim peptide-Bcl-B binding | 190,000 tested, 0.073% active;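 also: 0% = tracer peptide without compound and 100% = reference inhibitor peptide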
Mcl1-Bid inh: Mcl-1/Bid interaction inhibition; Q07820; TR-FRET Mcl-1/Bid-Dy647 peptide binding, 1536-well; inhibition, % at 21.7 µM; 220,000 tested, 0.97% active; AID 1021;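 active = compounds that cut the binding signal by more than half at the single screening dose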;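 also: His-tagged Mcl-1 with europium anti-His antibody binding Bid BH3 peptide; 0% = Mcl-1 plus peptide wells and 100% = peptide-only wells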
RGS7-Gao reg: human RGS7-Galphao interaction regulation | P09471 | Multiplexed bead flow cytometry, RGS7-Galphao binding; actives lie on both sides | binding response (% of control), % at 10 µM | 220,000 tested, 0.35% active | AID 1439; in the data active = binding response below about 49% or above about 150%; inconclusive = no clear call, values can overlap the other calls; inactive = in between;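 also: fluorescent Galphao held in activated GDP-AlF4 state binding bead-coupled RGS7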
Bim-Bcl-2: inhibitors of Bim-Bcl-2 interaction, human; inhibition, % at 10 µM; 190,000 tested, 0.06% active; Bead-based flow cytometry, Bim peptide-Bcl-2 binding; P10415; in the data active = inhibition above about 40%; inconclusive = no clear call, values can overlap the other calls;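 also: 0% = no compound wells with probe peptide and 100% = reference peptide inhibitor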
Target sequence (P10415 whole entry, looked up): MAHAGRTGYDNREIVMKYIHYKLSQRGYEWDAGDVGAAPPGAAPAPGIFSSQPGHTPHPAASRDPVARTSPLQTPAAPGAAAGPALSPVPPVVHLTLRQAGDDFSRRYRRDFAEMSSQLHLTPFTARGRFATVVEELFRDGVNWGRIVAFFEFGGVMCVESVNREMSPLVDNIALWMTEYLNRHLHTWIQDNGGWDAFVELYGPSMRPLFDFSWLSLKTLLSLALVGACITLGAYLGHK
The depositor's hits bear a star; ? = inconclusive; . = not tested or not shown. Rule as the data show it, unless noted: active = inhibition above about 40%.

SMILES	Bim-Bcl-XL	RGS4-Gao reg	Bim-Mcl-1	Mcl1 Noxa PPI	Bfl-1 Bim block	Bim-Bcl-W	RGS8-Gao reg	Bim-Bcl-B	Mcl1-Bid inh	RGS7-Gao reg	Bim-Bcl-2
CCOC(=O)N1CCN(CC(=O)Nc2sccc2C#N)CC1	0.0	88.1	-3.0	-7.5	2.0	6.0	82.1	-5.0	-34.3	92.9	0.0
CC(C(=O)Nc1cccc([N+](=O)[O-])c1)[n+]1ccccc1 (centres undefined)	0.0	99.5	2.0	7.9	-6.0	0.0	100.8	-3.0	-1.7	96.4	-2.0
CC1=Nc2ccccc2NC(=O)C1Sc1nnc(C)s1 (centres undefined)	-4.0	101.3	-1.0	-2.7	-14.0	1.0	100.6	-7.0	-2.6	102.0	-11.0
CC(=O)c1ccc(S(=O)(=O)NCCCC(=O)NCCc2ccccn2)cc1	-21.0	104.7	1.0	4.3	-14.0	0.0	101.0	-6.0	-5.2	104.6	-6.0
Cc1ccccc1Cn1c(O)c(N=NC(=S)Nc2ccccc2F)c2ccccc21	-4.0	106.4	0.0	-69.5	-2.0	-3.0	105.7	-14.0	-45.3	107.9	0.0
Cc1cc(C)c2[nH]c(=O)c(CN(CC3CCCO3)C(=O)C3CCCO3)cc2c1 (centres undefined)	-3.0	96.3	0.0	-3.6	-4.0	-2.0	96.8	0.0	6.2	99.5	-3.0
CCCCn1nnnc1SCC(=O)NCc1ccccc1	0.0	101.2	-6.0	4.6	-1.0	-2.0	102.2	0.0	-2.0	97.8	-3.0
COc1ccc(C2c3c(-c4ccccc4O)n[nH]c3C(=O)N2Cc2ccco2)cc1 (centres undefined)	.	103.2	.	23.0	.	.	101.7	.	-11.4	?	.
C[C@@H]1NC(=O)[C@H](CCC(N)=O)NC(=O)c2cc([N+](=O)[O-])cc(I)c2NCCC[C@@H](C(N)=O)NC1=O	1.0	102.4	0.0	-11.1	6.0	2.0	98.8	2.0	4.6	95.7	0.0
O=C(CSc1ccccn1)NC1CCCC1	-1.0	103.3	-1.0	-3.5	-4.0	-1.0	99.9	-1.0	-5.5	101.8	-1.0
CC(C)CCn1c(=O)[nH]c2ccccc21	.	100.0	.	19.2	.	.	101.8	.	-4.1	?	.
CC(C)(CO)NS(=O)(=O)c1ccc2c(c1)C(=NO)c1cc(S(=O)(=O)NC(C)(C)CO)ccc1-2	-1.0	101.9	0.0	11.7	-4.0	-2.0	103.4	-6.0	-19.7	99.4	-3.0
COC(=O)CNC(=O)COc1ccccc1	-2.0	96.0	-5.0	-18.7	-8.0	-6.0	93.6	-7.0	-3.4	95.3	-10.0
C/C=C/C=C\C(=O)Nc1cccc(C2=NOC3(C2)C[C@H](C(N)=O)N(C(=O)CC#N)C3)c1 (some centres undefined)	.	92.0	.	33.8	.	.	86.9	.	-44.3	?	.
c1ccc2c(c1)CC/C2=N/Nc1nc2ccccc2[nH]1	0.0	101.8	-4.0	-13.2	-2.0	4.0	100.5	-2.0	-61.5	105.1	0.0
O=C(NC(=S)NCCCN1CCOCC1)c1ccco1	-8.0	109.2	-2.0	16.3	-5.0	-1.0	113.9	-12.0	-27.1	104.6	-2.0
Cc1ccc(S(=O)(=O)/N=c2\sccn2C)cc1	0.0	94.4	-1.0	-3.3	0.0	1.0	97.6	0.0	-13.8	96.2	1.0
Cc1ccccc1CSc1ncc(C#N)c(N)n1	1.0	100.5	0.0	2.7	0.0	0.0	103.0	-1.0	1.8	101.4	-2.0
O=C1OCC(CO)(CO)N=C1NNc1ccccc1Cl	-1.0	95.4	0.0	-1.3	-1.0	1.0	97.9	0.0	-82.2	98.7	0.0
NS(=O)(=O)c1ccc(N/C=C\C(=O)c2ccncc2)cc1	-4.0	103.2	-2.0	-7.7	0.0	-1.0	101.6	-7.0	-16.8	104.9	-2.0
Nc1ccc2nc(SCc3ccc([N+](=O)[O-])cc3)sc2c1	1.0	89.5	0.0	25.7	0.0	0.0	98.5	0.0	-64.3	94.0	-3.0
CCN1CCN(CCC(=O)Nc2ccc3c(c2)OCO3)CC1	-2.0	98.3	-1.0	42.9	-1.0	-2.0	98.7	-3.0	34.6	101.3	1.0
COC(=O)CCC(=O)OC1(C)C(=O)C=C2C=C(C3CC3)N(c3cccc(C#N)c3)C=C2C1=O (centres undefined)	.	100.7	.	1.4	.	.	102.1	.	-66.3	?	.
O=C(Oc1cccc2cccnc12)c1cccs1	-4.0	100.7	0.0	-40.3	-14.0	-1.0	100.8	-9.0	-73.3	100.5	-6.0
CN(CC(=O)Nc1ccccc1C(F)(F)F)C(=O)COc1ncnc2ccccc12	-6.0	107.8	-2.0	-14.3	-5.0	-4.0	102.9	-6.0	-16.5	106.6	-8.0
CC(=O)Nc1nc2c(s1)C(=O)NCCC2	-2.0	106.8	-1.0	3.5	-2.0	0.0	102.7	-4.0	-6.7	?	0.0
Cc1ccc(SCCNC(=O)CN(c2ccc3c(c2)OCO3)S(C)(=O)=O)cc1	-1.0	94.7	0.0	5.0	-4.0	-1.0	98.4	-1.0	-12.5	94.8	0.0
CC1(C)CC(=O)C(N=Nc2c(Cl)cc(Cl)cc2Cl)=C(O)C1	-7.0	105.9	-3.0	1.6	-11.0	-3.0	102.3	-7.0	-54.9	105.5	-6.0
CN(C)CCC(=O)c1ccc(Cl)cc1	-4.0	100.7	1.0	-17.5	-4.0	1.0	98.2	-5.0	12.4	99.3	-4.0
Cc1nnc(SCC(=O)N2CCC(C(=O)Nc3nccs3)CC2)n1Cc1ccccc1	-8.0	100.7	-4.0	8.1	-17.0	-1.0	101.2	-7.0	-22.4	99.3	-6.0

In a second layout: entries from further up.
canonical_smiles,Bim-Bcl-XL,RGS4-Gao reg,Bim-Mcl-1,Mcl1 Noxa PPI,Bfl-1 Bim block,Bim-Bcl-W,RGS8-Gao reg,Bim-Bcl-B,Mcl1-Bid inh,RGS7-Gao reg,Bim-Bcl-2
O=C(NC(=S)NCCCN1CCOCC1)c1ccco1,-8.0,109.2,-2.0,16.3,-5.0,-1.0,113.9,-12.0,-27.1,104.6,-2.0
Cc1ccc(S(=O)(=O)/N=c2\sccn2C)cc1,0.0,94.4,-1.0,-3.3,0.0,1.0,97.6,0.0,-13.8,96.2,1.0
Cc1ccccc1CSc1ncc(C#N)c(N)n1,1.0,100.5,0.0,2.7,0.0,0.0,103.0,-1.0,1.8,101.4,-2.0
O=C1OCC(CO)(CO)N=C1NNc1ccccc1Cl,-1.0,95.4,0.0,-1.3,-1.0,1.0,97.9,0.0,-82.2,98.7,0.0
NS(=O)(=O)c1ccc(N/C=C\C(=O)c2ccncc2)cc1,-4.0,103.2,-2.0,-7.7,0.0,-1.0,101.6,-7.0,-16.8,104.9,-2.0
Nc1ccc2nc(SCc3ccc([N+](=O)[O-])cc3)sc2c1,1.0,89.5,0.0,25.7,0.0,0.0,98.5,0.0,-64.3,94.0,-3.0
CCN1CCN(CCC(=O)Nc2ccc3c(c2)OCO3)CC1,-2.0,98.3,-1.0,42.9,-1.0,-2.0,98.7,-3.0,34.6,101.3,1.0

(listing goes on)
SMILES	Bim-Bcl-XL	RGS4-Gao reg	Bim-Mcl-1	Mcl1 Noxa PPI	Bfl-1 Bim block	Bim-Bcl-W	RGS8-Gao reg	Bim-Bcl-B	Mcl1-Bid inh	RGS7-Gao reg	Bim-Bcl-2
CCOc1cc2[nH]c(=S)n(CCCN3CCOCC3)c(=O)c2cc1OCC	-23.0	98.7	-1.0	3.1	-8.0	-4.0	97.4	-6.0	-25.1	92.2	-5.0
CS(=O)(=O)N(CC(O)CON=C1c2ccccc2-c2ccccc21)c1ccc(F)cc1 (centres undefined)	-3.0	89.8	-2.0	13.8	-16.0	-3.0	92.7	-10.0	-1.3	87.0	-13.0
CC(=O)c1cc(C#N)c(SCc2ccncc2)nc1C	-4.0	99.6	0.0	-6.5	-10.0	1.0	101.9	-3.0	-74.6	102.5	-5.0
CC1(C)CC(=O)C2=C(C1)OC(=O)CC2c1cccs1 (centres undefined)	.	98.8	.	0.0	.	.	99.0	.	-33.6	?	.
CSc1ccc(C#N)cc1NC(=O)c1ccccc1C	-2.0	99.7	-1.0	-8.5	-7.0	-5.0	103.0	-9.0	-2.8	?	-8.0
C/C(CC(=O)Nc1ccc(Cl)c(C(F)(F)F)c1)=N\NC(=O)c1cccc(O)c1	-4.0	101.5	-1.0	34.2	1.0	-1.0	104.9	0.0	-5.5	98.7	1.0
COC(=O)c1ccc(NC2=CC(=O)CC(C)(C)C2)cc1	-3.0	107.0	2.0	12.4	-7.0	1.0	104.3	-5.0	-10.2	106.8	-5.0
S=C(NC1CCCC1)N1CCN(c2cccc(Cl)c2)CC1	-3.0	96.9	10.0	2.5	0.0	-2.0	98.2	3.0	-50.0	101.2	-1.0
Cc1ccccc1NN=Nc1nc2c([nH]1)c(=O)n(C)c(=O)n2C	-6.0	102.0	-1.0	23.0	-5.0	-3.0	101.0	-4.0	-32.1	99.3	-5.0
Cn1c(Sc2ccc(Br)cc2)c(C=O)c2ccccc21	-8.0	98.0	-6.0	-16.7	-3.0	-2.0	96.8	-9.0	2.7	98.2	-1.0
COc1ccc(C2C(C(=O)N3CCCC3)c3cc(OC)c(OC)cc3C(=O)N2C)cc1 (centres undefined)	-2.0	100.4	1.0	-13.1	-10.0	0.0	102.6	-4.0	-17.6	97.4	-4.0
O=C(C1CCN(S(=O)(=O)N2CCOCC2)CC1)N1CCN(c2ccccc2F)CC1	-7.0	99.7	-3.0	2.2	-5.0	-2.0	100.5	-7.0	-9.2	?	-4.0
CCOC(=O)c1nc2sc3c(c2c(=O)n1C(C)C(=O)OCC)CCCC3 (centres undefined)	-2.0	97.5	-5.0	7.3	-8.0	-4.0	97.8	-3.0	-22.9	97.7	-5.0
Cc1c(CCOC(=O)CC23CC4CC(CC(C4)C2)C3)sc[n+]1CC(=O)c1ccc(Br)cc1	0.0	108.4	0.0	9.2	5.0	-2.0	103.8	-1.0	18.7	104.2	4.0
Cc1ccc(CNC(=O)CCCNC(=O)c2ccc(Cl)cc2)n1C	1.0	95.1	5.0	12.5	-6.0	5.0	96.9	-2.0	-21.2	93.8	1.0
Cn1c(=O)c2c(nc(NCc3cccnc3)n2Cc2cccc(C(F)(F)F)c2)n(C)c1=O	-4.0	99.3	0.0	2.5	-15.0	0.0	99.9	-5.0	-0.9	96.1	-4.0
COc1ccccc1CNc1ncnc2cc(OC)c(OC)cc12	-3.0	88.0	0.0	-16.3	-3.0	0.0	100.2	0.0	-6.7	90.0	-1.0
CC(C)c1ccc2[nH]c(O)c(N=NC(=O)c3cccc(S(=O)(=O)Nc4cccc(Cl)c4)c3)c2c1	.	93.1	.	31.9	.	.	103.1	.	-65.9	?	.
Cc1oc(-c2ccc(Cl)cc2)nc1CN1CCCC(C(=O)NCc2ccccn2)C1 (centres undefined)	-5.0	78.8	-2.0	-7.2	-5.0	-4.0	93.7	-5.0	-31.4	84.2	-5.0
